High-throughput results from PubChem BioAssay.
GAA inhib – inhibitors of human lysosomal alpha-glucosidase; Potency, µM (highest dose often 76.9 µM), for the others: top-dose activity change, negative = inhibition, actives largely listed as inhibitors; actives 0.005% (n = 200,000); purified human GAA, 4-MU-alpha-glucoside fluorescence; P10253;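 further: plate controls were uninhibited enzyme wells for no effect and no-enzyme background for full effect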
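Compounds are titrated up to 77 uM against 4 nM human enzyme. Substrate 4-methylumbelliferyl-alpha-D-pyranoside (400 uM) reacts 20 min at room temperature in pH 5.0 buffer; liberated 4-methylumbelliferone is read at 440 nm.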
Tau fibril ThT – blocks human tau fibril formation measured by thioflavin T; P10636; recombinant tau K18 P301L, heparin-induced fibrillization, ThT fluorescence; Potency, µM (titrated, usually from 57.4 µM), for the others: at the top dose activity, negative = inhibition, most hits filed as inhibitors; actives 2.1% (n = 270,000); AID 1460; further: on the % scale 0 is the no-effect control and ±100 the full control effect; nearly all actives have a fitted effect of over 55% in size
Target sequence (P10636 561-689 P618L limits assumed): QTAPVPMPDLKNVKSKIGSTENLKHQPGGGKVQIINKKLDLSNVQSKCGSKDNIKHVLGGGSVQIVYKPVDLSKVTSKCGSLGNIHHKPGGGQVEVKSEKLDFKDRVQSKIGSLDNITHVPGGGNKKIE
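Recombinant human tau K18 fragment […] carrying P301L, 15 uM unlabeled plus 0.24 uM Alexa 594-labeled, was fibrillized with 20 uM heparin in 100 mM sodium acetate pH 7 for 6 hr at 37 C; 30 uM ThT fluorescence read after 1 hr.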
Tau fluor counter – counter-screen for tau fibril formation inhibitors. tau K18 P301L Alexa594 fluorescence, heparin fibrillization. Potency, µM (titrated, usually from 57.7 µM), for the others: top-dose activity change, negative = decrease. actives 0.93% (n = 280,000). AID 1463; further: on the % scale 0 is the no-effect control and ±100 the full control effect; nearly all actives have a fitted effect of over 55% in size
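Human tau K18 P301L (15 uM unlabeled, 0.24 uM Alexa 594-labeled) in 100 mM sodium acetate pH 7 with 20 uM heparin, 6 hr at 37 C. ThT 30 uM added, 1 hr ambient; Alexa 594 FP and total fluorescence read at 555/632 nm.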
aGal spleen mod – alpha-galactosidase A (human) modulation | P06280 | human spleen homogenate, 4MU-alpha-Gal fluorescence, 40 min | Potency, µM (series often up to 80 µM), without a hit: at the top dose activity change, negative = inhibition, usual class: inhibitors | actives 0.008% (n = 240,000) | AID 2107;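 further: 0% = enzyme with vehicle and -100% = no enzyme basal signal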
Target sequence (P06280 32-429 limits assumed): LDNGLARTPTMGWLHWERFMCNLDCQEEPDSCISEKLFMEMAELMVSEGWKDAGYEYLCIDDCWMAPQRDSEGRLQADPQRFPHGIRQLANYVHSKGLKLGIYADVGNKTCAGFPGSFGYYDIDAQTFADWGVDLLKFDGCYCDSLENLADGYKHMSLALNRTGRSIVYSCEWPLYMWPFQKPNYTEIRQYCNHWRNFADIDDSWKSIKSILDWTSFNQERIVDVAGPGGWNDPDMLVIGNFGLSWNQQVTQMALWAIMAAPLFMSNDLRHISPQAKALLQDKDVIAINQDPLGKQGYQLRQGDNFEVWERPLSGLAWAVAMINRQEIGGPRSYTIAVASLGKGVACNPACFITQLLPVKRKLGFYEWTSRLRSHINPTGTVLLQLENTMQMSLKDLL
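Human spleen homogenate (1 ug) as enzyme source, 4-methylumbelliferyl-alpha-D-galactopyranoside 1 mM final, citrate/phosphate pH 5.0 with 0.01% Tween-20. Compounds 40 min at 37C, NaOH/glycine stop; fluorescence Ex 365/Em 440, Hill-fit AC50.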
aGlu spleen mod – lysosomal alpha-glucosidase (human) modulation; actives 0.006% (n = 240,000); Potency, µM (series often up to 79.9 µM), for the others: at the top dose activity change, negative = inhibition, most hits filed as inhibitors; AID 2112; human spleen homogenate, 4-MU-alpha-glucoside fluorescence;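 further: 0% = enzyme with vehicle and -100% = no enzyme basal signal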
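Compounds were titrated against alpha-glucosidase in spleen homogenate at pH 5.0, with 1 mM 4-methylumbelliferyl substrate for 40 min at 37 C. Reactions were quenched with pH 10 NaOH/glycine and fluorescence measured.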
GAA glycogen mod – GAA glycogen-cleavage inhibition or activation; P10253; actives 0.38% (n = 300,000); recombinant GAA, glycogen substrate, Amplex Red glucose oxidase fluorescence; Potency, µM (top dose mostly 76.4 µM), for the others: top-dose activity change, negative = inhibition, usual class: inhibitors;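 further: 0% = full enzyme reaction and -100% = no-enzyme basal signal; the screen sought inhibitors and activators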
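Natural-substrate format: glycogen cleavage by 4 nM human enzyme, glucose read by Amplex Red coupling (Ex 573, Em 610 nm). Normalized to enzyme and no-enzyme controls.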
HTT ATP protect – cytoprotection in Huntington HTT-Q103 PC12 cell model. PC12 HTT-Q103 induced, cytoprotection, ATP luminescence, 40 h. Potency, µM (doses to about 56.4 µM), without a hit: cytoprotection (ATP increase), most hits filed as activators. actives 0.14% (n = 230,000);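 further: % of control where 0% means no effect; nearly all actives have a fitted effect of over 45% in size; toxic huntingtin expression switched on by the ecdysone agonist tebufenozide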
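Huntington model: PC12 line, ecdysone-inducible HTTQ103 exon1–GFP, tebufenozide 100 nM. Test articles in a dose series. Endpoint luminescence from cellular ATP.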
Tau fibril FP – inhibitors of human tau fibril formation | AID 1468 | P10636 | Potency, µM (titrated, usually from 57.7 µM), for inactives: at the top dose activity, negative = inhibition, most hits filed as inhibitors | actives 0.39% (n = 280,000) | K18 P301L tau heparin fibrillization, Alexa594 FP, 6 h; further: on the % scale 0 is the no-effect control and ±100 the full control effect; nearly all actives have a fitted effect of over 55% in size
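Human tau K18 […] P301L fragment, 15 uM unlabeled plus 0.24 uM Alexa 594-labeled tau (final), with compound and 20 uM heparin in 100 mM sodium acetate pH 7; 6 hr at 37 C, then Alexa 594 FP read.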
Active calls of the source: *; ? = inconclusive; nt = not tested or not shown; [ ] = remark or other dose. The call rests on the fitted dose curve; in most records, active means well fitted curve in the direction sought with a large enough effect; inconclusive means small, poorly fitted or top-dose-only effect, or another doubt; inactive means no such curve, though single readings can be large; an effect the other way counts as inactive or inconclusive. Potency means the concentration at half of the fitted maximal effect.

SMILES | GAA inhib | Tau fibril ThT | Tau fluor counter | aGal spleen mod | aGlu spleen mod | GAA glycogen mod | HTT ATP protect | Tau fibril FP
CC(=O)Nc1ccc(C2=NNC(=NCC3CCCO3)SC2)cc1 (configuration not stated) | -1% | ? | ? | -10% | -6% | -7% | 5%[10 µM] | ?
Cc1ccc2nc(C)c3c(c2c1)N(c1ccc(F)cc1)CC3 | nt | -5% | 1% | 29% | -4% | 3% | 3%[10 µM] | -3%
CCCCn1c(=O)nc2n(-c3ccc(OC)cc3)c3ccccc3cc-2c1=O | -11% | -3% | -7% | -1% | nt | 5% | -30%[inhibitor] | 3%
CCC(=O)N1CCN=C1SCc1ccccc1 | 1% | -8% | -5% | 26% | -3% | -15% | -6% | -4%
Cn1c(Cl)cnc1C1CC(=O)c2cc(Cl)ccc2O1 (configuration not stated) | -9% | ? | -12% | 0% | -2% | -1% | -34%[10 µM] | 0%
COc1ccc(CNC(=O)Cc2c(C)c3cc4c(C)coc4cc3oc2=O)cc1OC | nt | 6% | -9% | nt | nt | 8%[76.3 µM] | nt | -6%
C=CCn1c(SCc2nc(N)nc(N(C)C)n2)nnc1-c1cccnc1 | -7% | -3% | -9% | -12% | 2% | -3% | 9% | -10%
C=CCNC(=O)C12CC3(C)CC(C)(CC(C)(C3)C1)C2 | -2% | -16% | -5% | 8% | 7% | -6% | 9%[10 µM] | 7%
CCc1ccc(Oc2c(C(F)(F)F)oc3c(CN4CCCC(C)C4)c(O)ccc3c2=O)cc1 (configuration not stated) | nt | 2% | -8% | nt | nt | -3%[76.3 µM] | nt | 5%
CN(Cc1ccc(OCC(O)CN2CCCCC2)cc1)Cc1ccnc2ccccc12 (configuration not stated) | nt | -10% | 2% | -1% | 2% | 1% | 13%[10 µM] | -12%
COc1ccc(CCn2c(C)c(C(C)=O)c3cc(OC(=O)c4ccco4)ccc32)cc1OC | -1% | ? | -26% | -13% | -10% | -7% | -6% | 1%
COc1ccc(CN2CCN(C3CCSCC3)CC2CCO)c(C)c1C (configuration not stated) | 6% | 2% | -7% | 0% | -3% | 11% | 0%[10 µM] | 5%
Cc1cc(C(F)(F)F)nc(-n2cc(-c3ccccc3)nn2)n1 | 0% | -2% | 0% | 1% | -2% | -7% | -30%[inhibitor] | -2%
c1ccc(-c2c(-c3ccccc3)n(Cc3ccco3)c3ncnc(NCCCn4ccnc4)c23)cc1 | ? | ? | -26% | -8% | -11% | -20% | -90%[inhibitor] | -12%
CCOc1ccc(OCc2cccc(C(=O)N(CC)CC)c2)cc1 | -2% | -13% | -2% | -4% | 4% | -3% | -143% | 7%
COCCNC(=O)/C(C#N)=C/c1ccc(OCC(=O)NC2CCCCC2)cc1 | 2% | -7% | -4% | 2% | -9% | -11% | -22% | 1%
O=S1(=O)CCN2C(c3ccc4c(c3)CCCC4)=CSC2=N1 | -3% | 1% | 2% | -2% | -4% | 1% | -10%[10 µM] | -2%
CCOC(=O)C1CCN(CCC(=O)Nc2ccc(OC)cc2)CC1 | nt | 1% | 2% | nt | nt | 10%[76.3 µM] | nt | 2%
COc1ccc(N(CC(=O)NC2CCCC2)C(=O)c2csnn2)cc1 | 2% | -6% | 10% | -12% | 1% | 4% | 18%[10 µM] | 9%
CCOC(=O)C1=C(CN2CCSCC2)NC(=O)NC1c1cccc([N+](=O)[O-])c1 (configuration not stated) | 1% | -12% | -19% | 0% | 9% | 8% | nt | 1%
O=C(Oc1ccc(Cl)cc1)N1CCCCC1 | 0% | -8% | 1% | 2% | -14% | 3% | -14% | 3%
Cc1ccn(-c2cccc(-n3ccc(C)n3)n2)n1 | -1% | ? | -10% | 14% | 3% | 0% | nt | -1%
O=C(O)CCc1nnc(SCC(=O)Nc2ccc(Cl)c(C(F)(F)F)c2)[nH]c1=O | -1% | 11% | 9% | 3% | 1% | 11% | nt | 5%
CSc1nc2nc3c(cc2c(=O)n1-c1cccc(C)c1)COC(C)(C)C3 | -17% | -7% | -2% | -6% | -5% | 6% | -5%[10 µM] | 5%
COc1cc(OC)cc(-n2c(=O)c3sccc3n(Cc3cc(=O)n4c(C)cccc4n3)c2=O)c1 | nt | -4% | 4% | nt | nt | 13%[76.3 µM] | nt | -8%
CCc1ccc(-n2c(=O)c3c4c(sc3n(CC(=O)c3ccc(F)cc3)c2=O)CCC4)cc1 | nt | 3% | -2% | nt | nt | 13%[76.3 µM] | nt | -10%
CCCCCC(=O)Nc1cccc(C2=NOC3(C2)C[C@H](C(N)=O)N(C(=O)CC)C3)c1 (some centres not stated) | nt | 11% | 14% | -1% | -9% | 6% | 1%[10 µM] | 3%
COc1ccc(CCNC(=O)C(=O)NCC2CCCO2)cc1OC (configuration not stated) | 3% | -2% | -1% | -22% | 2% | -12% | 6%[10 µM] | 6%
O=C(NNC(=O)c1cccc2ccccc12)c1ccc(-c2ccccc2)cc1 | 6% | -13% | -5% | 4% | 0% | 0% | 8%[10 µM] | -8%
Cc1cc(C(=O)CSc2nnc(-c3cccs3)o2)c(C)n1-c1ccccc1 | -2% | -26% | ? | -4% | -12% | -2% | -2%[10 µM] | -3%
CC(=O)Nc1cc2cc(NS(=O)(=O)c3ccc(Cl)cc3)ccc2oc1=O | nt | nt | 10% | 4% | 0% | -3% | -12%[10 µM] | -10%
COc1ccccc1-c1c(C(F)(F)F)oc2cc(OCC(=O)Nc3ccccc3C(F)(F)F)ccc2c1=O | 15% | -4% | -8% | -5% | -6% | 8% | 4%[10 µM] | 5%
CCOC(=O)C1CN(S(=O)(=O)c2ccc(Cl)cc2)c2cc(S(=O)(=O)CC)ccc2O1 (configuration not stated) | -4% | -6% | -13% | -4% | 3% | 17% | -28% | -9%
O=S(=O)(/C=C/c1ccccc1)Nc1ccc(F)cc1 | 5% | -2% | -12% | 5% | 2% | -13% | 25% | -4%
NCCCNCCCCN(CCCN)/[N+]([O-])=N/O | nt | -13% | -5% | 5% | -2% | nt | -93%[inhibitor] | 0%
COc1ccc(CCNC(=O)CSc2ccc(-c3ccccc3)nn2)cc1OC | 15% | -16% | 4% | -7% | -3% | 4% | 0% | -3%
O=C(O)c1ccccc1S(=O)(=O)c1ccccc1CO | 5% | -10% | -7% | 1% | -4% | -4% | 3% | 0%
CCOC(=O)c1cc2c(ccn2-c2ccc(F)cc2)n1CC(=O)NC(C)(C)C | 0% | -12% | -28% | 6% | 0% | -12% | -13%[10 µM] | 8%
CCOC(=O)C1CCCN(C(=O)CN2C(=O)c3ccccc3C2=O)C1 (configuration not stated) | -7% | -5% | -4% | 5% | 0% | -2% | -21% | 6%
CCc1cc2c(SCC(=O)c3cccs3)ncnc2s1 | -3% | -13% | -19% | 9% | 13% | -1% | -13%[10 µM] | -11%
CC(C)Cc1nc2sc3c(=O)n(N)cnc3c2c2c1COC(C)(C)C2 | 3% | -4% | -4% | 3% | 1% | -4% | 5%[10 µM] | 14%
O=C(O)c1ccccc1C(=O)Nc1ccc(Oc2ccc3ccccc3c2)cc1 | 7% | -3% | -12% | 3% | 2% | -10% | -26%[10 µM] | 2%
COc1ccc(C2CC(=O)C3=C(C2)Nc2ccccc2NC3c2coc3ccccc3c2=O)cc1OC (configuration not stated) | 0% | -14% | ? | -20% | -19% | 6% | -1%[10 µM] | 6%
COc1ccc(S(=O)(=O)N2CCCCCC2)cc1N(C)S(=O)(=O)c1ccc(Cl)cc1 | 2% | -10% | -21% | -20% | -18% | -7% | 1% | 7%

Grouped by structure, the compounds so far containing an aryl methoxy group.
SMILES | GAA inhib | Tau fibril ThT | Tau fluor counter | aGal spleen mod | aGlu spleen mod | GAA glycogen mod | HTT ATP protect | Tau fibril FP
CCCCn1c(=O)nc2n(-c3ccc(OC)cc3)c3ccccc3cc-2c1=O | -11% | -3% | -7% | -1% | nt | 5% | -30%[inhibitor] | 3%
COc1ccc(CNC(=O)Cc2c(C)c3cc4c(C)coc4cc3oc2=O)cc1OC | nt | 6% | -9% | nt | nt | 8%[76.3 µM] | nt | -6%
COc1ccc(CCn2c(C)c(C(C)=O)c3cc(OC(=O)c4ccco4)ccc32)cc1OC | -1% | ? | -26% | -13% | -10% | -7% | -6% | 1%
COc1ccc(CN2CCN(C3CCSCC3)CC2CCO)c(C)c1C (configuration not stated) | 6% | 2% | -7% | 0% | -3% | 11% | 0%[10 µM] | 5%
CCOC(=O)C1CCN(CCC(=O)Nc2ccc(OC)cc2)CC1 | nt | 1% | 2% | nt | nt | 10%[76.3 µM] | nt | 2%
COc1ccc(N(CC(=O)NC2CCCC2)C(=O)c2csnn2)cc1 | 2% | -6% | 10% | -12% | 1% | 4% | 18%[10 µM] | 9%
COc1cc(OC)cc(-n2c(=O)c3sccc3n(Cc3cc(=O)n4c(C)cccc4n3)c2=O)c1 | nt | -4% | 4% | nt | nt | 13%[76.3 µM] | nt | -8%
COc1ccc(CCNC(=O)C(=O)NCC2CCCO2)cc1OC (configuration not stated) | 3% | -2% | -1% | -22% | 2% | -12% | 6%[10 µM] | 6%
COc1ccccc1-c1c(C(F)(F)F)oc2cc(OCC(=O)Nc3ccccc3C(F)(F)F)ccc2c1=O | 15% | -4% | -8% | -5% | -6% | 8% | 4%[10 µM] | 5%
COc1ccc(CCNC(=O)CSc2ccc(-c3ccccc3)nn2)cc1OC | 15% | -16% | 4% | -7% | -3% | 4% | 0% | -3%
COc1ccc(C2CC(=O)C3=C(C2)Nc2ccccc2NC3c2coc3ccccc3c2=O)cc1OC (configuration not stated) | 0% | -14% | ? | -20% | -19% | 6% | -1%[10 µM] | 6%
COc1ccc(S(=O)(=O)N2CCCCCC2)cc1N(C)S(=O)(=O)c1ccc(Cl)cc1 | 2% | -10% | -21% | -20% | -18% | -7% | 1% | 7%

An unsorted share of the library. About 3.3% of those tested had a hit in this group.
